Fam108B counter – mouse Fam108B serine hydrolase inhibitors, primary screen, counter-screen for RBBP9 inhibitor project, biochemical, fluorescence polarization; recombinant Fam108B, FP-Rh probe fluorescence polarization; inhibition, % at 9.51 µM; 300,000 compounds, 0.33% hits; AID 1947, 2009;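 active = inhibition above the screen mean inhibition plus 3 SD, computed separately per campaign, cut at about 18% in these data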;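 also: inhibitors lower polarization as less probe binds the enzyme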
GRK2 inh – compounds blocking aptamer binding on GRK2 – biochemical, human GRK2, bead flow cytometry, HTS, primary screen; Beta-adrenergic receptor kinase 1 (Homo sapiens), P25098; FAM-aptamer displacement from GRK2; inhibition of aptamer binding, % at 10 µM; 330,000 compounds, 0.59% hits;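 active = inhibition of aptamer binding above 40%, roughly 3 SD of noise, on plates passing a quality check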;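 also: median bead fluorescence of bound FAM aptamer so fluorescent compounds give negative values; no value below 0 was filed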
Target sequence (P25098 whole entry, looked up): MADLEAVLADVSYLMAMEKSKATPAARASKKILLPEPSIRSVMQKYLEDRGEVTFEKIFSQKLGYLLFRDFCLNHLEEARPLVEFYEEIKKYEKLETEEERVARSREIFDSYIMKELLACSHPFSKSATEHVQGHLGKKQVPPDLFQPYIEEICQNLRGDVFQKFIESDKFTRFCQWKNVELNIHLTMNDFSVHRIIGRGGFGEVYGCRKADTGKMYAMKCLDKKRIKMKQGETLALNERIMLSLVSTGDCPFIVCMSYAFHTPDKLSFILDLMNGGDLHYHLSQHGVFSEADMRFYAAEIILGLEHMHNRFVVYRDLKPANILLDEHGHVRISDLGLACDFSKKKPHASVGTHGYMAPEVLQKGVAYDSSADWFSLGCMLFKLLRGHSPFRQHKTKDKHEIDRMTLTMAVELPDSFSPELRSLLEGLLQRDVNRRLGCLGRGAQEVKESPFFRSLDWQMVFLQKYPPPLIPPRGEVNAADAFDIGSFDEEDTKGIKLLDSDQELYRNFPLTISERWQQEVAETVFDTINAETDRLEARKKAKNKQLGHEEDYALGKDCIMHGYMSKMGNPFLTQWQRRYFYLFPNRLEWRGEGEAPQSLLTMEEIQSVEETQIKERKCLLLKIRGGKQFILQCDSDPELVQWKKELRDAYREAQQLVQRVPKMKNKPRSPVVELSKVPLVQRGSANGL
MEX-5 binding – MEX-5 zinc finger RNA-binding disruptors – biochemical, C. elegans, fluorescence polarization, MLPCN library, primary screen. Zinc finger protein mex-5 (Caenorhabditis elegans), Q9XUB2. activity score (negative = inhibition of binding), % at 10 µM. 300,000 compounds, 0.38% hits. MEX-5/FITC-TCR2 RNA binding; stronger effect = lower value;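 active = inhibition past about -25% in most replicates, and total fluorescence under double the plate's negative control median, limit read from the data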;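 also: 0% = DMSO and -100% = 5 µM competing unlabeled TCR2 RNA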
CIT2-GFP yeast – modulators of CIT2-GFP expression in yeast, primary screen, S. cerevisiae, GFP fusion, multiplex flow cytometry, MLPCN library | S. cerevisiae CIT2-GFP strain, 3 h; 100 means same as DMSO wells | GFP response vs DMSO, % at 10 µM | 320,000 compounds, 0.065% hits;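 active = GFP response relative to DMSO above a set limit, near the screen mean plus 3 SD, cut at about 150% in these data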;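 also: ratio of well median GFP fluorescence to mean of DMSO wells on the plate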
GLD-1 RNA inh – GLD-1/TGE RNA complex disruptors, primary screen, biochemical, fluorescence polarization; purified GLD-1 + fluorescein TGE RNA; inhibition, % at 5.96 µM; 320,000 compounds, 0.44% hits; AID 2280, 2010;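 active = percent inhibition above a per-plate cutoff, the plate mean of test compounds plus 3 SD, cut at about 30% in these data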;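 also: 0% = DMSO wells with GLD-1 and probe and 100% = wells lacking GLD-1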
VLA-4 inh – inhibition in human VLA-4 binding assay, primary screen, VLA-4 allosteric modulator project, MLPCN library, flow cytometry, VLA-4 expressing cells; AID 2557, 2010; 330,000 compounds, 0.2% hits; Integrin alpha-4 (Homo sapiens), P13612; inhibition, % (about 7 µM as worked out from the volumes in the protocol); ligand binding flow cytometry; in the data active = inhibition above about 50%
AGP1-GFP MLPCN – modulators of AGP1-GFP expression in yeast TOR pathway, primary screen, cell-based, multiplex flow cytometry, S. cerevisiae, MLPCN library | 320,000 compounds, 0.02% hits | GFP response vs DMSO, % at 10 µM | 3 h; GFP as percent of DMSO wells;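 active = GFP response relative to DMSO above a set limit, near screen average plus 3 SD, cut at about 150% in these data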;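 also: median GFP channel fluorescence of the gated AGP1 strain per well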
Bcl-xL primary – inhibitors of human Bcl-xL, primary screen, biochemical, fluorescence polarization, HTS. Bcl-2-like protein 1 (Homo sapiens), Q07817. GST-Bcl-xL / FITC-Bim BH3 peptide fluorescence polarization. inhibition, % at 10.9 µM. 320,000 compounds, 0.7% hits. AID 2129, 2009;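 active = inhibition above the mean of all tested compounds plus 3 SD, cutoff set per campaign, cut at about 30% in these data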;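 also: 0% = DMSO wells and 100% = unlabeled Bim-BH3 peptide competitor; inhibitors lower millipolarization by displacing the labeled peptide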
MCL1-BIM inh – inhibitors of MCL1 binding to BIM-BH3, primary screen, biochemical, fluorescence polarization. Induced myeloid leukemia cell differentiation protein Mcl-1 (Homo sapiens), Q07820. GST-MCL1 / FITC-Bim-BH3 fluorescence polarization. inhibition, % at 10.9 µM. 320,000 compounds, 0.68% hits. AID 2057, 2009;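 active = inhibition above the mean inhibition of all tested compounds plus 3 SD, set per campaign, cut at about 40% in these data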;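 also: 0% = DMSO wells and 100% = unlabeled Bim-BH3 peptide control; higher means more loss of mP so more displacement of Bim peptide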
Target sequence (Q07820 whole entry, looked up): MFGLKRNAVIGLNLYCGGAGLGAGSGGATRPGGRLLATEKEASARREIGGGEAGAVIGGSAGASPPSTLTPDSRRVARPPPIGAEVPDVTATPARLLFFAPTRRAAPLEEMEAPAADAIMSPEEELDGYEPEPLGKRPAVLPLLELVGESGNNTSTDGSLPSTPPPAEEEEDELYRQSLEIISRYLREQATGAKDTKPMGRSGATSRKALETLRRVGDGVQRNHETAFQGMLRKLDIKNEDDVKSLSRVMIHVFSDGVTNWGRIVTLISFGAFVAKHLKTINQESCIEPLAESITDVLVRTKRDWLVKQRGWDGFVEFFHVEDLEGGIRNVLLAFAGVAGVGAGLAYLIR
* marks the source's active call; other numbers are inactive results. The order is random. About 2.2% of those tested had a hit in this group.

How did Cc1ccc(/C=N/NC(=O)c2ccc(NC(=O)c3ccccc3Cl)cc2)o1 do in these assays?
Fam108B counter: -1; GRK2 inh: 1; MEX-5 binding: 2.6; CIT2-GFP yeast: 97; GLD-1 RNA inh: -5; VLA-4 inh: 4; AGP1-GFP MLPCN: 101; Bcl-xL primary: 1; MCL1-BIM inh: -2

How did CN(C(=O)c1ccc(OC2CCN(Cc3ccccn3)CC2)cc1)C1CCCCC1 do in these assays?
Fam108B counter: 2; GRK2 inh: 0; MEX-5 binding: -0.6; CIT2-GFP yeast: 100; GLD-1 RNA inh: -1; VLA-4 inh: -7; AGP1-GFP MLPCN: 100; Bcl-xL primary: 4; MCL1-BIM inh: 11

Results for Cc1ccn2cc(CCNC(=O)COc3ccccc3)nc2c1 ?
Fam108B counter: 0; GRK2 inh: 0; MEX-5 binding: 3.1; CIT2-GFP yeast: 105; GLD-1 RNA inh: 3; VLA-4 inh: -2; AGP1-GFP MLPCN: 106; Bcl-xL primary: -1; MCL1-BIM inh: 2

How did CCc1ccc(N2C(=O)CN(CC(=O)OC)C2=S)cc1 do in these assays?
Fam108B counter: 3; GRK2 inh: 0; MEX-5 binding: 0.3; CIT2-GFP yeast: 99; GLD-1 RNA inh: 3; VLA-4 inh: 15; AGP1-GFP MLPCN: 98; Bcl-xL primary: -2; MCL1-BIM inh: -14

Results for C=CCC[C@H](Cc1ccc(F)cc1)C(=O)OC[C@@H](NC(=O)[C@@H](CC=C)CC(=O)N(CCO)Cc1ccccc1)C(C)(C)C ?
GRK2 inh: 21; CIT2-GFP yeast: 90; GLD-1 RNA inh: 7; VLA-4 inh: 13; AGP1-GFP MLPCN: 99

Results for COc1cc(OC)c(C2N(c3ccc(Cl)cc3)C(=O)C3CCCN32)cc1OC (stereo unspecified) ?
Fam108B counter: 7; GRK2 inh: 0; MEX-5 binding: 3.6; CIT2-GFP yeast: 98; GLD-1 RNA inh: -3; VLA-4 inh: -4; AGP1-GFP MLPCN: 98; Bcl-xL primary: 2; MCL1-BIM inh: -2

How did O=C(CCS(=O)(=O)c1ccccc1)N1CCN(c2cccc(C(F)(F)F)c2)CC1 do in these assays?
Fam108B counter: 4; GRK2 inh: 5; MEX-5 binding: 1.9; CIT2-GFP yeast: 96; GLD-1 RNA inh: 2; VLA-4 inh: 6; AGP1-GFP MLPCN: 97; Bcl-xL primary: 4; MCL1-BIM inh: 11

What do the screens show for `O=C(NCc1ccc2c(c1)OCO2)C1CCCN1S(=O)(=O)c1ccc(F)cc1` (stereo unspecified)?
Fam108B counter: 3; GRK2 inh: 0; MEX-5 binding: -1.4; CIT2-GFP yeast: 109; GLD-1 RNA inh: -8; VLA-4 inh: -4; AGP1-GFP MLPCN: 103; Bcl-xL primary: 2; MCL1-BIM inh: -2

How did Cc1cccc(Nc2nc(C)nc3c2oc2ccccc23)c1 do in these assays?
Fam108B counter: -3; GRK2 inh: 0; MEX-5 binding: -4.1; CIT2-GFP yeast: 103; GLD-1 RNA inh: 7; VLA-4 inh: 12; AGP1-GFP MLPCN: 86; Bcl-xL primary: 1; MCL1-BIM inh: 0

How did COC(=O)CNC(=O)CSc1nnc(C)c(=O)[nH]1 do in these assays?
Fam108B counter: 1; GRK2 inh: 4; MEX-5 binding: -0.5; CIT2-GFP yeast: 100; GLD-1 RNA inh: 4; VLA-4 inh: 21; AGP1-GFP MLPCN: 105; Bcl-xL primary: 4; MCL1-BIM inh: 3

How did Cc1occc1C(=O)NNS(=O)(=O)c1ccc([N+](=O)[O-])cc1 do in these assays?
Fam108B counter: 1; GRK2 inh: 1; MEX-5 binding: 1.7; CIT2-GFP yeast: 108; GLD-1 RNA inh: -4; VLA-4 inh: 3; AGP1-GFP MLPCN: 105; Bcl-xL primary: 9; MCL1-BIM inh: 9

Results for CCOc1ccc(C(=O)NC2CCN(C(=O)Nc3ccc(F)cc3)CC2)cc1 ?
Fam108B counter: -2; GRK2 inh: 0; MEX-5 binding: 4.6; CIT2-GFP yeast: 110; GLD-1 RNA inh: 8; VLA-4 inh: -18; AGP1-GFP MLPCN: 109; Bcl-xL primary: 7; MCL1-BIM inh: 6

How did COc1ccc2cc3cc(C(=O)N4CCN(c5ccccn5)CC4)oc3nc2c1 do in these assays?
Fam108B counter: 2; GRK2 inh: 57*; MEX-5 binding: 0.6; CIT2-GFP yeast: 99; GLD-1 RNA inh: -2; VLA-4 inh: 3; AGP1-GFP MLPCN: 101; Bcl-xL primary: 6; MCL1-BIM inh: 2

How did Cc1cc(Nc2ccc(C)c(C)c2)c2ccccc2n1 do in these assays?
Fam108B counter: 0; GRK2 inh: 0; MEX-5 binding: 3.0; CIT2-GFP yeast: 94; GLD-1 RNA inh: 6; VLA-4 inh: 0; AGP1-GFP MLPCN: 104; Bcl-xL primary: 7; MCL1-BIM inh: 7

How did NS(=O)(=O)c1ccc(NC(=S)NC(=O)c2ccc3c(c2)OCO3)cc1 do in these assays?
Fam108B counter: -3; GRK2 inh: 3; MEX-5 binding: 0.7; CIT2-GFP yeast: 86; GLD-1 RNA inh: -1; VLA-4 inh: -6; AGP1-GFP MLPCN: 101; Bcl-xL primary: -1; MCL1-BIM inh: 4

Results for CN1CCN(S(=O)(=O)c2ccc(NC(=O)COc3ccccc3)cc2)CC1 ?
Fam108B counter: 0; GRK2 inh: 0; MEX-5 binding: -1.3; CIT2-GFP yeast: 107; GLD-1 RNA inh: -1; VLA-4 inh: -5; AGP1-GFP MLPCN: 104; Bcl-xL primary: 1; MCL1-BIM inh: 10

Results for CCNC(=O)N1CCC(n2nccc2NC(=O)CCCc2ccccc2)CC1 ?
Fam108B counter: -5; GRK2 inh: 1; MEX-5 binding: 0.3; GLD-1 RNA inh: 4; VLA-4 inh: 1; AGP1-GFP MLPCN: 98; Bcl-xL primary: -3; MCL1-BIM inh: -4

What do the screens show for `Cc1ccc(C)c(N2N=C(C(=O)Nc3ccc(S(=O)(=O)N4CCCC4)cc3)CCC2=O)c1`?
Fam108B counter: -2; GRK2 inh: 0; MEX-5 binding: -1.5; CIT2-GFP yeast: 104; GLD-1 RNA inh: 7; VLA-4 inh: -3; AGP1-GFP MLPCN: 106; Bcl-xL primary: 0; MCL1-BIM inh: -6

Results for Cc1ccc(C(=O)N/C(=C\c2ccccc2)C(=O)NCc2cccnc2)cc1 ?
Fam108B counter: 1; GRK2 inh: 3; MEX-5 binding: -3.0; CIT2-GFP yeast: 90; GLD-1 RNA inh: -3; VLA-4 inh: -3; AGP1-GFP MLPCN: 100; Bcl-xL primary: 1; MCL1-BIM inh: 1

Results for CCC1CCCCN1S(=O)(=O)c1ccc(NC(=O)c2cccnc2)cc1 (stereo unspecified) ?
Fam108B counter: 1; GRK2 inh: 1; MEX-5 binding: -0.4; CIT2-GFP yeast: 96; GLD-1 RNA inh: 4; VLA-4 inh: 3; AGP1-GFP MLPCN: 98; Bcl-xL primary: 7; MCL1-BIM inh: 3

What do the screens show for `CCCC(=O)NC(c1ccccc1)c1ccc2cccnc2c1O` (stereo unspecified)?
Fam108B counter: 6; GRK2 inh: 1; MEX-5 binding: 1.9; CIT2-GFP yeast: 103; GLD-1 RNA inh: 10; VLA-4 inh: 4; AGP1-GFP MLPCN: 102; Bcl-xL primary: 2; MCL1-BIM inh: 11

What do the screens show for `Cc1ccc(N2C(=O)NC(NS(=O)(=O)c3ccc(C)cc3)(C(F)(F)F)C2=O)cc1` (stereo unspecified)?
Fam108B counter: -2; GRK2 inh: 1; MEX-5 binding: -0.9; CIT2-GFP yeast: 104; GLD-1 RNA inh: 3; VLA-4 inh: 5; AGP1-GFP MLPCN: 105; Bcl-xL primary: 2; MCL1-BIM inh: -2

What do the screens show for `O=C(/C=N/O)Nc1ccccc1`?
Fam108B counter: 3; GRK2 inh: 0; MEX-5 binding: 0.6; CIT2-GFP yeast: 86; GLD-1 RNA inh: -1; VLA-4 inh: 16; AGP1-GFP MLPCN: 91; Bcl-xL primary: -1; MCL1-BIM inh: -6

What do the screens show for `COC(=O)C1CCN(C(c2ccc(OC)c(OC)c2)c2sc3nc(C)nn3c2O)CC1` (stereo unspecified)?
Fam108B counter: 4; GRK2 inh: 1; MEX-5 binding: 1.1; CIT2-GFP yeast: 100; GLD-1 RNA inh: 2; VLA-4 inh: -1; AGP1-GFP MLPCN: 99; Bcl-xL primary: 0; MCL1-BIM inh: 2

What do the screens show for `COc1cccc(NC(=O)c2nn(C)c(C(=O)Nc3cccc(OC)c3)c2[N+](=O)[O-])c1`?
Fam108B counter: -1; GRK2 inh: 1; MEX-5 binding: 2.1; CIT2-GFP yeast: 96; GLD-1 RNA inh: -5; VLA-4 inh: 3; AGP1-GFP MLPCN: 91; Bcl-xL primary: 3; MCL1-BIM inh: 5

Results for O=C(COC(=O)c1ccc(O)cc1)Nc1cccc(S(=O)(=O)N2CCCCC2)c1 ?
Fam108B counter: -8; GRK2 inh: 0; MEX-5 binding: -2.3; CIT2-GFP yeast: 113; GLD-1 RNA inh: 3; VLA-4 inh: -9; AGP1-GFP MLPCN: 106; Bcl-xL primary: -6; MCL1-BIM inh: -8

What do the screens show for `COc1ccccc1/C=N/NC(=O)c1nnn(-c2nonc2N)c1CSC1=NCCS1`?
Fam108B counter: -3; GRK2 inh: 0; MEX-5 binding: 0.8; CIT2-GFP yeast: 100; GLD-1 RNA inh: 7; VLA-4 inh: 8; AGP1-GFP MLPCN: 95; Bcl-xL primary: 1; MCL1-BIM inh: 3

How did COc1ccc(CNS(=O)(=O)c2cc3c(cc2C)N(C)CCO3)cc1 do in these assays?
Fam108B counter: -2; GRK2 inh: 5; MEX-5 binding: 0.5; CIT2-GFP yeast: 99; GLD-1 RNA inh: 6; VLA-4 inh: 11; AGP1-GFP MLPCN: 97; Bcl-xL primary: 4; MCL1-BIM inh: 10

How did O=C(NCC1CC1)c1ccc(Nc2nc3ccc(Br)cc3[nH]2)cc1 do in these assays?
Fam108B counter: 19*; GRK2 inh: 0; MEX-5 binding: 1.7; CIT2-GFP yeast: 96; GLD-1 RNA inh: -7; VLA-4 inh: -5; AGP1-GFP MLPCN: 99; Bcl-xL primary: 10; MCL1-BIM inh: 0

What do the screens show for `CC1CCCCN1C(=O)c1cccc(NC(=O)c2ccccc2)c1` (stereo unspecified)?
Fam108B counter: -1; GRK2 inh: 1; MEX-5 binding: 0.5; CIT2-GFP yeast: 107; GLD-1 RNA inh: 6; VLA-4 inh: 10; AGP1-GFP MLPCN: 95; Bcl-xL primary: 3; MCL1-BIM inh: 6

How did O=C(NC1CCCC1)C1CCC(=O)N1C1CCCC1 (stereo unspecified) do in these assays?
Fam108B counter: -6; GRK2 inh: 0; MEX-5 binding: -0.3; CIT2-GFP yeast: 93; GLD-1 RNA inh: -2; VLA-4 inh: -8; AGP1-GFP MLPCN: 93; Bcl-xL primary: 1; MCL1-BIM inh: -2

Screening data as filed in PubChem.
